Compound activity: PubChem, Broad Institute
ERAP1 inh – human ERAP1 aminopeptidase inhibitors, primary screen, biochemical, single point, plate reader. Endoplasmic reticulum aminopeptidase 1 (Homo sapiens), Q9NZ08. recombinant ERAP1, Leu-AMC fluorescence, 60 min. inhibition, % at 10.7 µM. 340,000 tested, 0.15% active. AID 652197, 2013;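 active = mean replicate inhibition of at least 30%, or all replicates individually reaching that 30% level; inactive = mean below 30% and not every replicate reaching it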;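 note: 0% = neutral control wells and 100% = L-leucinethiol positive control wells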
F508del corr – F508del CFTR correction, initial screen, CFBE line, single point; CFBE cells, YFP halide quenching; stimulated with forskolin plus potentiator P3; % fluorescence drop versus neutral controls; activity (quench increase), % at 7.58 µM; 350,000 tested, 0.36% active; AID 720511, 2013;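 active = mean added fluorescence quench of at least 8% versus neutral control, with both replicates also reaching 8%; inconclusive = only one of the mean or replicate conditions met; inactive = mean below 8% and not both replicates reaching 8%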;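 note: cells transiently co-express mutant CFTR-F508del with the halide-sensitive YFP; corrector assay measuring rescue of mutant channel to the surface after 24 h compound exposure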
ERp5 block – inhibitors of ERp5-driven insulin aggregation, primary screen, biochemical, turbidity, absorbance 650 nm, single point | Protein disulfide-isomerase A6 (Homo sapiens), Q15084 | 90 min | inhibition, % at 9.99 µM | 350,000 tested, 0.05% active | AID 651711, 2012;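 active = mean replicate inhibition above about 25%, with every replicate also reaching it, limit read from the data, passing the limit was not always enough; inconclusive = only one of those two criteria met; inactive = neither criterion met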
Target sequence (Q15084 whole entry, looked up): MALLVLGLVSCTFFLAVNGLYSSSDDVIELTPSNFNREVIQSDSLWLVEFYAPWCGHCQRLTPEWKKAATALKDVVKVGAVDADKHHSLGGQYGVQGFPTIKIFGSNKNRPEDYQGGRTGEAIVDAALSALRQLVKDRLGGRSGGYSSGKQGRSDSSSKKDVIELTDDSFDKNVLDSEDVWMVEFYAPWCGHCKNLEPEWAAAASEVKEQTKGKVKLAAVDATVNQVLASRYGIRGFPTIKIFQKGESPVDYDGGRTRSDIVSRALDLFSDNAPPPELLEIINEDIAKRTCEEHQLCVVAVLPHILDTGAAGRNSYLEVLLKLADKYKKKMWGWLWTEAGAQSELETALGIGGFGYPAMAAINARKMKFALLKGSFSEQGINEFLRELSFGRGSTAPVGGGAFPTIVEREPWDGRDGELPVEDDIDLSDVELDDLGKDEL
DENV2 CPE – inhibitors of DENV2 cytopathic effect, primary screen, cell-based, plate reader, single concentration. CPE inhibition, % at 9.99 µM. DENV2-infected cells, cytopathic effect rescue. 350,000 tested, 1.7% active; in the data active = CPE inhibition above about 20%, passing the limit was not always enough; inconclusive = no clear call, values can overlap the other calls; tested in BHK-21 cells;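 note: 0% = median of neutral control wells and 100% = median of positive control wells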
miR122 inh – miR-122 Renilla sensor signal increase in Huh7, primary screen, miR-122 inhibitor project, cell-based, single point, plate reader; AID 602342, 2012; activation (reporter increase), % at 12.5 µM; Huh7 miR-122 Renilla luciferase sensor, 48 h; neutral wells = 0, positive control = 100; 340,000 tested, 0.3% active;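 active = mean replicate activation score at least 90 and every replicate individually at or above 90; inconclusive = only one of the two criteria met; inactive = neither criterion met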;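 note: higher luciferase means less miR-122 activity so hits act as miR-122 inhibitors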
CASP6 VEID inh – human caspase-6 inhibitors, primary screen, biochemical, VEID-R110 fluorescence, single point, set 2; inhibition, % at 12.5 µM; P55212; purified caspase-6, Z-VEID-R110 cleavage fluorescence; 350,000 tested, 0.53% active; AID 686996, 2013;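 active = mean inhibition across replicates at least about 35%, with every replicate also reaching that limit, limit read from the data; inconclusive = only one of the two criteria met; inactive = neither criterion met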;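 note: 0% = median of neutral control wells and 100% = no fluorescence left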
Target sequence (P55212 24-179 limits assumed): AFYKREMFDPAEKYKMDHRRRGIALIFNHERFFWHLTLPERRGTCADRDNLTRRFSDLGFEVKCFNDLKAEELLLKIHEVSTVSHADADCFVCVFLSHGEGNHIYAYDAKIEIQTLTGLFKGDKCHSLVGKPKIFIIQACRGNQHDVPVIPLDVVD
Target sequence (P55212 194-293 limits assumed): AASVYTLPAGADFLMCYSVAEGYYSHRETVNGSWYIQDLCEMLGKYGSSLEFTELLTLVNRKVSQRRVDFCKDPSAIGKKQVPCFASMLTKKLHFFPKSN
SIRT5 block – SIRT5 desuccinylase inhibitors, primary screen, biochemical, fluorescence imaging, single point, set 5; NAD-dependent protein deacylase sirtuin-5, mitochondrial (Homo sapiens), Q9NXA8; Purified SirT5, succinyl-peptide AMC, trypsin-coupled fluorescence; inhibition, % at 15 µM; 330,000 tested, 1.1% active; in the data active = inhibition above about 15%; inconclusive = no clear call, values can overlap the other calls
Target sequence (Q9NXA8 whole entry, looked up): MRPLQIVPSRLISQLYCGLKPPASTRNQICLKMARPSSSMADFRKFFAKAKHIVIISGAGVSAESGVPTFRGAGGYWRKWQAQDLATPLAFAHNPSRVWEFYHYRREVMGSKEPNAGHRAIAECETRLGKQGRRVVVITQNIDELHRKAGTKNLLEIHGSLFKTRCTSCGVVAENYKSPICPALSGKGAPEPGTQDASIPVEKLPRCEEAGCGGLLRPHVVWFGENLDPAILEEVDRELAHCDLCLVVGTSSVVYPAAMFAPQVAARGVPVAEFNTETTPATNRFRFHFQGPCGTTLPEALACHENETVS
* = called active by the depositor; u = inconclusive; x = no result given; [ ] = remark or other dose.

SMILES	ERAP1 inh	F508del corr	ERp5 block	DENV2 CPE	miR122 inh	CASP6 VEID inh	SIRT5 block
Cn1nc(-c2ccc(S(N)(=O)=O)s2)cc1C(F)(F)F	3	1.5	-4	6	x	1	-1
C[C@@H]1CN([C@@H](C)CO)C(=O)c2c(c3ccccc3n2C)-c2ccccc2CO[C@H]1CN(C)C(=O)c1ccncc1	1	-4.0	13	10	x	-2	-3
COc1ccc(NC(=O)Nc2nnc(Cc3ccc(F)cc3)s2)cc1	0	7.5	0	9	0	0	-2
O=C(COC(=O)c1cc([N+](=O)[O-])ccc1N1CCOCC1)c1ccc(OC(F)F)cc1OC(F)F	3	-1.2	0	5	x	1	3
CCCC(=O)Nc1ccc(Nc2ccccc2)cc1	1	x	0	0	x	1	-2
Cc1cc(C)nc(NC(=O)c2cc(-c3ccc4c(c3)OCO4)nc3ccccc23)c1	3	-3.5	0	9	13	0	-7
CCOC(=O)[C@@H]1[C@H]2COc3cc(OC)ccc3[C@H]2N2C(=O)N(c3ccc(F)cc3)C(=O)[C@@]12C	-1	0.5	-2	x	-3	1	x
C[C@@H]1CN([C@H](C)CO)C(=O)c2cc(NC(=O)Nc3ccc(C(F)(F)F)cc3)ccc2O[C@H]1CN(C)CC1CCCCC1	-1	1.9	-7	15	-11[16.7 µM]	-1	0
Cc1ccc(N2CCN(C(C(=O)Nc3c(C)cccc3C)c3cccc(F)c3)CC2)cc1 (configuration not stated)	-3	-2.3	3	7	x	-2	-6
CCCC(=O)N1CCC1(C)C(=O)NS(=O)(=O)c1ccc(F)cc1F (configuration not stated)	2	-0.6	0	x	-4	-1	1
COc1cccc(/C=c2\s/c(=C\C(=O)C(C)(C)C)[nH]c2=O)c1	-1	2.9	10	3	x	-2	-2
Cc1ccc(S(=O)(=O)N[C@H]2CC[C@@H](CCn3cc(C(C)C)nn3)O[C@H]2CO)cc1	3	2.0	10	-13	x	6	25*
O=C(c1cccc(S(=O)(=O)N2CCN(c3ccc(F)cc3)CC2)c1)N1CCN(c2ccccc2O)CC1	-1	-0.2	4	9	-9	-6	-2
CCOc1ccc2nc(SCC(=O)Nc3ccc(S(=O)(=O)N4CCCC4)cc3)c(C)cc2c1	0	-1.8	-4	8	-6	1	2
O=C1N/C(=C/c2cccs2)C(=O)N1Cc1ccc(Br)cc1	-1	1.1	0	6	x	-5	-2
CCOC(=O)CSc1nc(C)c2cc(C)c(C)cc2n1	3	-1.2	3	9	-11	-3	17*
C#CCOc1ccccc1/C=C1/C(=O)ON=C1C	1	-2.2	2	-5	x	4	-5
CC1CC1C(=O)Nc1nc(-c2ccc(Cl)s2)cs1 (configuration not stated)	0	1.6	-5	0	x	4	-1
COc1cc(CCNC(=O)c2ccccc2NC(=O)C2=C(C)OCCS2)cc(OC)c1OC	-2	1.2	5	2	-7	0	-4
Cc1nc(NC(=O)c2ccc3c(c2)OCCO3)ccc1Br	-1	0.1	2	1	x	1	-1
CC(=O)c1ccc(NC(=O)CN2CCC(NC(=O)C3CCCCC3)CC2)cc1	-3	0.0	-2	0	-5	3	0
COc1ccc(Cl)cc1C(=O)NNC(=O)CCNS(=O)(=O)c1ccccc1	1	10*	8	-1	0	2	-2
O=C(Cc1ccccc1)NCC(=O)N1CCC2(CC1)NCCc1[nH]cnc12	0	0.1	8	0	x	-3	-1
C[C@@H]1NC(=O)[C@H](CCCN=C(N)N)NC(=O)c2cc([N+](=O)[O-])cc(I)c2NCCC[C@@H](C(N)=O)NC1=O	10	1.5	0	-2	-4	-17	1
Cc1noc(C)c1NC(=O)Nc1ccc2c(c1)CC(=O)N([C@@H](C)CO)C[C@@H](C)[C@H](CN(C)Cc1ccc(C(F)(F)F)cc1)O2	5	2.5	7	13	-6[16.7 µM]	-2	x

(continued)
SMILES	ERAP1 inh	F508del corr	ERp5 block	DENV2 CPE	miR122 inh	CASP6 VEID inh	SIRT5 block
CN(C(=O)c1ccc2c(Cl)c3c(nc2c1)CCC3)c1ccccc1	3	-3.5	6	-11	-6	2	-2
CSCCC(NS(=O)(=O)c1ccc(C)cc1)C(=O)N(C)CC(=O)Nc1ccccc1Br (configuration not stated)	-1	2.6	0	10	x	-2	2
CCCCOC(=O)C1=C(C)NC(=O)NC1c1ccc(N(C)C)cc1 (configuration not stated)	0	-3.3	-1	10	-6	1	-3
O=C(O)c1cc(=S)nc[nH]1	20	4.4	-4	-11	1	-1	-3
C[C@H](CO)N1C[C@H](C)[C@H](CN(C)Cc2ccc(C(=O)O)cc2)Oc2ccc(NS(=O)(=O)c3cn(C)cn3)cc2CC1=O	0	-3.3	4	-6	4[16.7 µM]	1	0
CC(C)NC(=O)N(C)C[C@H]1Oc2ccc(NS(C)(=O)=O)cc2CC(=O)N([C@@H](C)CO)C[C@@H]1C	1	0.3	-2	3	-2[16.7 µM]	-1	-1
O=C(Nc1ccccc1)Nc1ccno1	-4	0.6	-5	-3	x	-1	-3
COc1ccccc1C#Cc1ccc2c(c1)O[C@@H](CN(C)Cc1cncnc1)[C@@H](C)CN([C@@H](C)CO)S2(=O)=O	-3	4.0	-3	u	-5[16.7 µM]	1	-10
C[C@@H]1CN([C@H](C)CO)C(=O)CCCn2cc(nn2)CO[C@H]1CN(C)Cc1ccc2c(c1)OCCN2C	1	-2.2	-8	0	2[16.7 µM]	0	2
COC(=O)c1ccc(S(=O)(=O)c2ccc([N+](=O)[O-])cc2)cc1	-2	-2.0	4	-3	x	2	-5
CC(C)CCNC(=O)C(=O)NCC1OCCCN1S(=O)(=O)c1cccs1 (configuration not stated)	1	4.7	-2	3	x	0	-5
C[C@@H]1CN([C@@H](C)CO)C(=O)c2cccc(NC(=O)Nc3ccc4c(c3)OCO4)c2O[C@H]1CN(C)C(=O)Nc1ccccc1	x	4.8	x	-2	-8[16.7 µM]	x	x
Cc1nonc1OCCNCc1c(C(=O)N2CCCCCCC2)nc2ccc(Cl)cn12	-1	3.8	4	-2	-1	-3	6
CSc1ccccc1NC(=O)CN(C)C(=O)c1ccc(NC(=O)c2cccs2)cc1	-2	-1.0	-4	0	-1	3	3
COCCCNc1nc2nonc2nc1N1C[C@H]2CC[C@H]1C2	-1	-0.5	5	-1	-1	2	3
CCOc1ccccc1OCc1nn2c(-c3ccc(C)cc3)nnc2s1	1	x	-9	x	0	0	x
O=C(CSc1nnc(-c2cccnc2)n1Cc1ccco1)Nc1cccc(O)c1	1	0.8	1	2	-2	-2	-2
COc1cc(N)c(Cl)cc1C(=O)OC(C)C(=O)Nc1cccc(S(=O)(=O)N2CCOCC2)c1 (configuration not stated)	2	4.8	5	2	x	3	1
COC(=O)c1ccc(NC(=S)Nc2ccc(O)cc2)cc1	-3	-2.0	7	-8	x	3	0
Cc1ccccc1-c1nnc(SCc2ccc(F)cc2)o1	1	x	-3	x	-8	-2	5
CN(C)CCC#CC1(O)c2ccccc2-c2ccccc21	0	-1.4	4	3	-3	-2	-1
C/C(Nc1ccccc1C(F)(F)F)=C1/CCOC1=O	0	0.2	3	-2	x	2	-4
O=C(Nc1cc2c3c(c1)CC(=O)N3CCC2)C1CCCCC1	-6	-1.8	-2	15	x	4	5
CC(=O)c1ccccc1NC(=O)COC(=O)c1cc(C)oc1C	2	2.7	-4	2	0	-1	2
Cc1cc2cc(CNC(=O)C3CCCC3)ccc2n1C	5	-0.5	-8	1	x	2	2

Limited to F508del corr, CASP6 VEID inh and ERp5 block (3 entries from above):
mol,F508del corr,CASP6 VEID inh,ERp5 block
CC(=O)c1ccccc1NC(=O)COC(=O)c1cc(C)oc1C,2.7,-1,-4
O=C(O)c1cc(=S)nc[nH]1,4.4,-1,-4
CC(C)CCNC(=O)C(=O)NCC1OCCCN1S(=O)(=O)c1cccs1 (configuration not stated),4.7,0,-2

The list continues:
SMILES	ERAP1 inh	F508del corr	ERp5 block	DENV2 CPE	miR122 inh	CASP6 VEID inh	SIRT5 block
CN(C)c1nc(N(C)C)nc(N(C#N)CN2C(=O)c3ccccc3S2(=O)=O)n1	1	-0.5	-1	-5	6	3	-1
Cc1[nH]c(C)c(S(=O)(=O)N2c3ccccc3CC2C)c1C(=O)N1CCCCC1 (configuration not stated)	-2	-0.7	3	4	5	-4	-3
COc1ccc(S(=O)(=O)Nc2cccc3c2O[C@H](CN(C)S(=O)(=O)c2c(C)noc2C)[C@@H](C)CN([C@H](C)CO)C3=O)cc1	-3	0.6	2	3	10[16.7 µM]	-1	7
COc1cccc(N2CCN(C(=O)Nc3ccccc3Cl)CC2)c1	3	-1.4	-11	-1	-5	6	-2
O=Cc1c(NCc2ccccc2F)c2ccccc2[nH]c1=O	-1	0.3	3	-4	-15	2	2
COc1ccccc1COC(=O)C(NC(=O)c1ccc(C)cc1)C(C)C (configuration not stated)	5	-2.5	1	-1	-4	4	-4
C[C@H]1CN([C@@H](C)CO)C(=O)Cc2cc(NC(=O)Nc3ccccc3)ccc2O[C@@H]1CN(C)Cc1ccc(Oc2ccccc2)cc1	2	-2.5	-1	0	-2[16.7 µM]	-1	1
COc1ccc([Si](C)(C)[C@@H]2[C@@H](CCn3cc([C@H](O)c4ccccc4)nn3)O[C@]3(C(=O)N(C)c4ccccc43)[C@H]2C)cc1	-3	4.4	2	1	x	-1	10
O=C(c1cccc(C(=O)N2CCN(c3ccc(F)cc3)CC2)c1)N1CCN(c2ccc(F)cc2)CC1	-8	-1.5	4	5	-9	1	4
Cc1cccc(C(=O)OCC(=O)N2CC(C)CC(C)C2)c1C (configuration not stated)	-2	5.1	-6	1	-8	0	4
Cc1ccc(CNS(=O)(=O)c2ccc(CN3C(=O)c4cccnc4C3=O)cc2)o1	-1	-1.9	0	15	-3	1	-3
O=C(O)CSc1nnc(-c2cccc(S(=O)(=O)N3CCCCC3)c2)o1	-5	-3.6	-4	-1	x	2	-1
Cc1ccc(-n2nc3c(=O)n(CCCC(=O)NCc4cccc(Cl)c4)nc(C)c3c2C)cc1	1	-2.3	6	10	-2	-2	2
Cc1cccc(S(=O)(=O)NC(=O)C2(C)CCN2C(=O)c2sccc2C)c1 (configuration not stated)	1	-2.6	0	-5	-8	1	1
COc1cc(NC(=O)C2CC(c3c(F)cccc3Cl)=NO2)cc(OC)c1OC (configuration not stated)	5	-2.5	1	-6	-5	-1	0
C[C@@H]1CN([C@H](C)CO)C(=O)c2cc(NS(=O)(=O)c3cn(C)cn3)ccc2O[C@@H]1CN(C)Cc1ccc(C(=O)Nc2ccccc2N)cc1	2	-2.6	4	-6	x	-3	x
COC(=O)c1c(C(=O)OC)c(-c2ccc(Cl)cc2)n2c1CS(=O)(=O)C2	5	x	4	-1	-1	-4	-4
C[C@H](CO)N1C[C@H](C)[C@H](CN(C)CC2CC2)Oc2ccc(NC(=O)Cc3cn(C)c4ccccc34)cc2CC1=O	0	1.0	-8	11	5[16.7 µM]	x	0
COc1ccc(CNC(=O)c2cc(C)nc3ccccc23)cc1OC	1	1.5	-7	-5	x	0	-2
COc1ccc(NC(=O)N(C)C[C@@H]2OCc3ccccc3-c3c(n(C)c4ccccc34)C(=O)N([C@H](C)CO)C[C@H]2C)cc1	-1	-1.8	2	13	x	1	-4
COc1ccc(NC(=O)c2ccco2)c(NC(=O)c2ccc([N+](=O)[O-])cc2)c1	1	0.1	-14	10	0	-6	1
O=C(CCc1c[nH]c2ccccc12)NC(Cc1ccccc1)C(=O)O (configuration not stated)	-4	0.5	1	-2	x	x	-4
O=C(CNC(=O)c1cccs1)N/N=C/c1cccc(Cl)c1	5	1.2	2	-2	x	5	-3
Cc1ccc(S(=O)(=O)NCC(=O)N(CC(=O)NCC2CCCO2)CC2CCCO2)cc1 (configuration not stated)	-1	-1.7	5	3	-3	-1	0
